MrgX1 antag: blocks BAM8-22 activation of human MrgX1 receptor | Q96LB2 | MRGX1-HEK293 calcium flux, Fluo-4, BAM8-22 antagonism; active compounds read low | B-score at 10 µM | 1.3% of 310,000 active | AID 588676;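 active = calcium-response B-score plate-corrected more than 3 library SD below zero, starting fluorescence within 5 deviations, no agonist response on first addition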;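 also: peak minus trough fluorescence over baseline after final BAM8-22 challenge near maximal dose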
Target sequence (Q96LB2 whole entry, looked up): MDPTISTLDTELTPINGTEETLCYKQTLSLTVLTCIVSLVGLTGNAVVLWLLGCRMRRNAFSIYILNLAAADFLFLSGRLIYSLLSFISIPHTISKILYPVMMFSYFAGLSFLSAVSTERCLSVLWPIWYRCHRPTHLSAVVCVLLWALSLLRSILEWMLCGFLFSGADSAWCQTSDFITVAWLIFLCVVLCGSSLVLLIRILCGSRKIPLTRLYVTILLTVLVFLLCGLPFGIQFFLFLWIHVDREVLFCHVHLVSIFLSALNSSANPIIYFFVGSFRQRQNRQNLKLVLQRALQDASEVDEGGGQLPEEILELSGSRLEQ
MrgX1 PAM: human MrgX1 positive allosteric modulation, primary screen; MrgX1-HEK293, Fluo-4 calcium flux, FDSS; active compounds read high; 0.63% of 310,000 active; B-score at 10 µM; Q96LB2;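 active = plate-corrected calcium response at least 3 library SD above typical, normal starting fluorescence, not activating the receptor alone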;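 also: compound read alongside a low EC10 to EC30 dose of BAM8-22 agonist; peak minus trough fluorescence over baseline measured at the second addition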
TRPC6 act: activators of mouse TRPC6 channel. Q61143. HEK293-TRPC6 membrane potential dye fluorescence; active compounds read high. B-score at 10 µM. 0.13% of 310,000 active;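 active = B-score of the integrated fluorescence ratio above library mean plus 3 SD, and starting fluorescence ratio within library mean plus 5 SD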;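 also: higher score means more depolarization so channel activation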
MrgX1 ag: human MrgX1 receptor agonism, primary screen. Q96LB2. MrgX1-HEK293 cells, Fluo-4 calcium fluorescence, agonist mode; active compounds read high. B-score at 10 µM. 0.44% of 310,000 active. AID 588627;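 active = calcium response B-score plate-corrected fluorescence ratio at least 3 library SD, with starting fluorescence B-score inside 5 SD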
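Material – MrgX1-expressing HEK293 cells · Input – 15,000 cells seeded per well · Dosing – compound as first of three additions · Times – overnight seeding, then 1 h dark dye loading · Measured by – kinetic Fluo-4 NW fluorescence of intracellular calcium · Read-out – B-scored fluorescence response ratio · Benchmarks – positive and negative control wells on each plate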
TRPC4 inh: inhibitors of mouse TRPC4 channel | B-score at 10 µM | HEK293 TRPC4beta/mu-opioid, DAMGO-evoked Fluo4 calcium flux; active compounds read low | Q9QUQ5 | 0.39% of 300,000 active;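 active = B-score over 3 SD under the library average, no early fluorescence shift, positive overall ratio signal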
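Test system – stable TRPC4beta/mu-opioid receptor HEK293 cells · Probe or stimulus – DAMGO, a submaximal dose followed by a maximal one · Dosing – one concentration per compound · Signal – Fluo4 calcium fluorescence by kinetic imaging, 5 s 1 Hz baseline · Evaluation – per-well B score of integrated baseline-normalized Fluo4 ratio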
TRPC6 inhibitor: inhibitors of mouse TRPC6 channel | HEK293-TRPC6, membrane potential dye, ACh-evoked depolarization; active compounds read low | B-score at 10 µM | Q61143 | 1.1% of 310,000 active;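 active = B-score under library mean minus 3 SD, initial fluorescence not abnormally high, positive integrated signal ratio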;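 also: B-score derived from integrated fluorescence ratio over the kinetic read; more negative B-score means stronger inhibition of depolarization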
TRPC4 agonist: activators of mouse TRPC4 channel; Q9QUQ5; HEK293 TRPC4beta/mu-opioid, Fluo4 calcium fluorescence; active compounds read high; B-score at 10 µM; 0.49% of 310,000 active;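 active = B-score above 5 SD of library B-scores, and initial fluorescence ratio not above library mean plus 5 SD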;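 also: positive B-score marks a calcium rise read as TRPC4 activation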
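Test system: HEK293 cells stably co-expressing mouse TRPC4beta and mu-opioid receptor | Schedule: Fluo4 dye loading 45 min at room temperature, 110 s recording | Measured by: Kinetic Fluo4 calcium fluorescence, 5 s baseline at 1 Hz | Evaluation: B score of integrated ratio | Controls: Buffer (low) and maximal DAMGO (high)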
ANO1 block: inhibitors of mouse TMEM16A calcium-activated chloride channel | HEK293 TMEM16A/YFP iodide influx fluorescence, ionomycin | Q8BHY3 | 1.2% of 310,000 active | normalized B-score (activity score, 25-100; higher = stronger inhibition) at 10 µM;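 active = ratio plate-corrected score three or more library SD toward inhibition, starting fluorescence score within five deviations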;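 also: score derived from kinetic fluorescence span divided by baseline fluorescence per well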
ANO1 activ: mouse TMEM16A channel activation, primary screen; Q8BHY3; AID 623877; B-score at 10 µM; HEK293 TMEM16A/YFP-H148Q/I152L, iodide quench fluorescence; active compounds read low; 0.3% of 340,000 active;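 active = fluorescence-ratio B-score plate-corrected deviation score at least 3 library SD below zero, with starting fluorescence score within 5 deviations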;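 also: channel opened by trigger with iodide after compound preincubation; score built on the fluorescence ratio of max minus min over baseline; more negative score means more quench and so TMEM16A activation or potentiation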
SKKanGAS inh: SKKanGAS growth inhibition; S. pyogenes SKKanGAS, kanamycin growth, BacTiter-Glo, 6 h; inhibition, % at 7.5 µM; 1.3% of 300,000 active; AID 1662;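 active = mean replicate score, as percent of positive control median, at least 50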;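 also: strain carries kanamycin resistance gene driven by streptokinase promoter and grows in 40 µg/ml kanamycin; loss of luminescence reflects streptokinase promoter inhibition or plain growth inhibition; 0% = median of DMSO wells and 100% = positive control at its reference dose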
TRPC4 potent: allosteric potentiators of mouse TRPC4 channel; Q9QUQ5; HEK293 TRPC4beta/mu-opioid, DAMGO EC20, Fluo-4 Ca2+ flux; active compounds read high; B-score at 10 µM; 0.42% of 310,000 active;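 active = B-score of calcium response area above 5 SD of library B-scores, with initial fluorescence ratio within 5 SD of library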;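 also: B-score of integrated fluorescence ratio over time as area under calcium response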
* hit, by the source's call; i = inactive; / = not tested or not shown.

SMILES | MrgX1 antag | MrgX1 PAM | TRPC6 act | MrgX1 ag | TRPC4 inh | TRPC6 inhibitor | TRPC4 agonist | ANO1 block | ANO1 activ | SKKanGAS inh | TRPC4 potent
CCCCCCSc1cc(C)nc2ncnn12 | i | i | i | i | i | i | i | i | i | -1 | i
COCCNC(=O)CSc1nc2ccccc2c(=O)n1CCC(=O)NCCc1ccc(OC)c(OC)c1 | i | i | i | i | i | i | i | i | i | -5 | i
COc1ccc2c(c1)CC/C(=C\c1ccc(C)o1)C2=O | i | i | i | i | i | i | i | i | i | 21 | i
O=S(=O)(c1ccc(N2CCCC2)nc1)N1CCCC1 | i | i | i | i | i | i | i | i | i | -4 | i
CSc1ccccc1NC(=O)CN1CC(C)OC(C)C1 (stereo not given) | i | i | i | i | i | i | i | i | i | -1 | i
O=C(NC1CCCc2ccccc21)C1CCN(c2nnc(-n3cccc3)s2)CC1 (stereo not given) | i | i | i | i | i | i | i | i | i | 8 | i
Cc1cc(Cl)ccc1OCC(=O)N/N=C1\CC2C=CCC12 (stereo not given) | i | i | i | i | i | i | i | i | i | 0 | i
Cc1ccc(S(=O)(=O)Nc2cccc3ncccc23)s1 | i | i | i | i | i | i | i | i | i | 71* | i
O=C(COc1ccc2ccccc2c1)NCC(=O)N/N=C/c1ccco1 | i | i | i | i | i | i | i | i | i | -13 | i
Cc1ccc(/C=N/NC(=O)c2ccc3nc[nH]c3c2)s1 | i | i | i | i | i | i | i | i | i | 13 | i
Cn1ncc(Cl)c1C(=O)Nc1nnc(C2CC2)s1 | i | i | i | i | i | i | i | i | i | 0 | i
COc1ccc(CCNC(=O)Cn2nnc(-c3ccc(N4CCOCC4)cc3)n2)cc1OC | i | i | i | i | i | i | i | i | i | -1 | i
C=C1c2ccccc2NC(=O)N1c1ccc(OC)cc1 | i | i | i | i | i | i | i | i | i | 4 | i
O=C(NNS(=O)(=O)c1ccc(CCCl)cc1)C(O)(c1ccccc1)c1ccccc1 | i | i | i | i | i | i | i | i | i | 9 | i
CCn1nnc(-c2ccccc2NC(=O)c2cc(OC)c(OC)c(OC)c2)n1 | i | i | i | i | i | i | i | i | i | -1 | i
CCCCNC(=O)c1nc2ncc(Br)cn2n1 | i | i | i | i | i | i | i | i | i | -8 | i
CCCCCCC1CC(CSC(=N)N)OC1=O (stereo not given) | i | 6.5* | i | i | i | i | i | i | i | -2 | i
CC(=O)n1cc(C2C(=O)CCCC2=O)c2ccccc21 | i | i | i | i | i | i | i | i | i | 4 | i
Cc1ccc2nsnc2c1S(=O)(=O)NCCc1c(C)[nH]c2ccc(F)cc12 | i | i | i | i | i | i | i | i | i | -1 | i
CN1CCN(C(=S)NC(=O)c2ccc(-c3ccccc3)cc2)CC1 | i | i | i | i | i | i | i | i | i | 20 | i
O=C(Nc1ccc(Br)cc1)c1ccc2c(c1)OCO2 | i | i | i | i | i | i | i | i | i | 3 | i
O=[N+]([O-])c1ccc(Cl)c(-c2ccc(/C=N/c3c(-c4ccco4)nc4ccccn34)o2)c1 | i | i | i | i | i | i | i | i | i | -11 | i
COc1cc(OC)c(OC)cc1/C=C1\Oc2cc(OS(C)(=O)=O)ccc2C1=O | -7.4* | i | i | i | i | i | i | i | i | 7 | i
CCCCNC(=S)Nc1ccc(SC(F)F)cc1 | -6.9* | i | i | i | i | i | i | 100* | i | -13 | i
CCC(=O)Nc1c(C(=O)Nc2ccc3c(c2)OCCO3)oc2ccccc12 | i | i | i | i | i | i | i | i | i | -4 | i
Cc1ccn2cc(CCNS(=O)(=O)c3ccc4c(c3)OCCO4)nc2c1 | i | i | i | i | i | i | i | i | i | 0 | i
Cc1cccc(-c2nnc(-c3cccc(NC(=O)Cc4cccs4)c3)o2)c1 | i | i | i | i | i | i | i | i | i | 18 | i
Cc1ccc(-c2n[nH]c(=S)n2/N=C/c2ccc(C)o2)cc1 | i | i | i | i | i | i | i | i | i | -2 | i
COC(=O)COc1ccc(C(C2C(=O)CC(C)(C)CC2=O)C2C(=O)CC(C)(C)CC2=O)cc1 | i | i | i | i | i | i | i | i | / | -1 | i
Oc1ccc(Br)cc1CNc1cnc2ccccc2c1 | i | i | i | i | i | i | i | i | i | 20 | i
COc1ccc(N2CCN(C(=O)CCNS(=O)(=O)c3cc(Br)cnc3N)CC2)cc1 | i | i | i | i | i | i | i | i | i | -3 | i
COC(=O)C1=C(C(=O)c2ccccc2)C(c2cccs2)n2nnnc2N1 (stereo not given) | i | i | i | i | i | i | i | i | i | -5 | i
Cc1[nH]c2ccccc2c1/C=N/NC(=O)CNC(=O)Cc1ccccc1 | i | i | i | i | i | i | i | i | i | -4 | i
O=C(O)CN1CCCCC1 | i | 9.7* | i | i | i | i | i | i | i | 3 | i
Brc1ccc2[nH]c3c(c2c1)CCC3 | i | i | i | i | i | i | i | i | i | 6 | i
Cc1ccccc1CNS(=O)(=O)c1csc(C(N)=O)c1 | i | i | i | i | i | i | i | i | i | -1 | i
Cc1ccc(NC(=O)c2ccc(NCCCN3CCC(C)CC3)c([N+](=O)[O-])c2)cc1F | i | i | i | i | i | i | i | i | i | -4 | i
O=C(COC(=O)C1CCN(c2ccc(C(F)(F)F)cn2)CC1)Nc1ccc(F)cc1[N+](=O)[O-] | i | i | i | i | i | i | i | i | i | -7 | i
CCCCn1c(=O)c(Cc2ccccc2)c(O)c2ccccc21 | i | i | i | i | i | i | i | i | i | 5 | i
CC(C)(C#N)N([O-])C=C[N+](=O)C(C)(C)C#N | i | i | i | i | i | i | i | i | i | -1 | i

As entered above.
Cc1ccccc1CNS(=O)(=O)c1csc(C(N)=O)c1 in SKKanGAS inh reads -1
Cc1ccc(NC(=O)c2ccc(NCCCN3CCC(C)CC3)c([N+](=O)[O-])c2)cc1F in SKKanGAS inh reads -4

(cont.)
SMILES | MrgX1 antag | MrgX1 PAM | TRPC6 act | MrgX1 ag | TRPC4 inh | TRPC6 inhibitor | TRPC4 agonist | ANO1 block | ANO1 activ | SKKanGAS inh | TRPC4 potent
Cc1ccc(NC(=O)CSc2nnc(N)s2)cc1S(=O)(=O)N1CCCCC1 | i | i | i | i | i | i | i | i | i | 44 | i
O=C(CN(Cc1ccc(Cl)cc1)C(=O)c1csnn1)NCc1ccccc1 | i | i | i | i | i | i | i | i | i | 0 | i
Fc1ccc(-c2nnc(-c3ccc(Cl)cc3)o2)cc1 | i | i | i | i | i | i | i | i | i | -6 | i
Cc1ccc(OC(=O)c2sc(Cl)nc2C)cc1C | i | i | i | i | i | i | i | i | i | -1 | i
CCOC(=O)C(NC(C)=O)(Nc1ccc(F)cc1)C(F)(F)F (stereo not given) | i | i | i | i | i | i | i | i | i | 2 | i
CCCOCC1CC2(CC(C)(c3csc(N)n3)OC2=O)C(=O)O1 (stereo not given) | i | i | i | i | i | i | i | i | i | 11 | i
O=C(Nc1cccc(F)c1)c1ccccc1 | i | i | i | i | i | i | i | i | i | 1 | i
CC(=O)Nc1ccccc1-c1nn[nH]n1 | i | i | i | i | i | i | i | i | i | 1 | i
Cc1c(C(c2ccc(C(=O)O)cc2)c2c(C)n(C)n(-c3ccccc3)c2=O)c(=O)n(-c2ccccc2)n1C | i | i | i | i | i | i | i | i | i | 3 | i
Cc1ccc(S(=O)(=O)n2nc(-c3cccnc3)nc2N)cc1 | i | i | i | i | i | i | i | i | i | 6 | i
COc1cccc(NS(=O)(=O)c2cc3c(cc2C)NC(=O)CO3)c1 | i | i | i | i | i | i | i | i | i | -7 | i
CCOC(=O)c1ccccc1Cc1nc2ccccc2c(=O)[nH]1 | i | i | i | i | i | i | i | i | i | -6 | i
COc1cc2c(cc1OC)CN(C(=O)CSc1nc(N)c(C#N)cc1C#N)CC2 | i | i | i | i | i | i | i | i | i | -14 | i
COc1ccc(CNc2ccc3c(c2)CCC3)cc1Br | i | i | i | i | i | i | i | i | i | 2 | i
O=C(CCCNS(=O)(=O)c1cccc2nsnc12)NC1CCCCC1 | i | i | i | i | i | i | i | i | i | -3 | i
C#CCOCCOCCOCCNc1nc(N2CCN(C(=O)C([C@@H](C)CC)n3cc(C(N)COC(=O)C(F)(F)F)nn3)CC2)nc(N2CCN(C(=O)[C@H](CCCCN)n3cc(C(N)CC(C)C)nn3)CC2)n1 (stereo not given in full) | i | i | i | i | i | i | i | i | / | -2 | i
CCCCN(CC)C(=O)Cc1ccc(Br)cc1 | i | i | i | i | i | i | i | i | i | 7 | i
Cc1nc(N2CCC(C)CC2)c2c(C)c(C(=O)Nc3ccc(C)c(F)c3)sc2n1 | i | i | i | i | i | i | i | i | i | 47 | i
CCCc1nc2ccccc2c(=O)n1CC(=O)c1ccccc1 | -5.8* | i | i | i | i | i | i | i | i | 2 | i
Cc1cc(C)cc(NC(=O)C(=O)NCC2CCCO2)c1 (stereo not given) | i | i | i | i | i | i | i | i | i | -4 | i
CC(=O)Nc1ccc(NC(=O)CSc2nc(C)nc3sc(C)c(C)c23)cc1 | i | i | i | i | i | i | i | i | i | 13 | i
Cc1ccc(S(=O)(=O)N2CCCCC2)cc1C(=O)c1nccn1C | i | i | i | i | i | i | i | i | i | 0 | i
C=CCN1C(=O)NC(c2ccccc2)(C(F)(F)F)S/C1=C(\C#N)c1nnc(N2CCOCC2)n1-c1ccccc1 (stereo not given) | i | i | i | i | i | i | i | i | i | -4 | i
O=C(CCn1cnnn1)Nc1ccc(Cl)c(Cl)c1 | i | i | i | i | i | i | i | i | i | -25 | i
COc1cccc(NC(=O)CSc2ccc(-c3sc(C)nc3C)nn2)c1 | i | i | i | i | i | i | i | i | i | 4 | i
Cc1ccc(CSc2ccc(-c3cccs3)nn2)cc1 | i | i | i | i | i | i | i | i | i | -8 | i
Nc1nonc1-n1nnc(C(=O)N/N=C/c2cccnc2)c1-c1ccccc1 | i | i | i | i | i | i | i | i | i | -1 | i

Assay outcomes as filed in PubChem BioAssay.
